Bioassay records as filed in PubChem BioAssay.
UTI89 phage lysis – inhibition of K1F phage lysis, E. coli UTI89, bacterial capsule biogenesis inhibitors, alamar blue (AID 488966); E. coli UTI89 K1F phage lysis, alamar blue, 2 h; higher % means a stronger effect; one-dose inhibition, % at 100 µM; IC50 in µM for titrated hits; 340,000 tested, 0.02% active;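 active = phage lysis inhibition, versus mean bacterial control, above a set limit; inconclusive = no clear call, values can overlap the other calls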;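 note: capsule biogenesis inhibitors block K1F phage lysis so surviving cells raise fluorescence; higher fluorescence means more inhibition of phage lysis; actives were called in the ten point dose series up to 300 µM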
West Nile antiviral – West Nile virus antiviral activity, cell-based, CPE readout (AID 1621); 290,000 tested, 0.02% active; one-dose CPE inhibition, % at 10 µM; IC50 in µM for titrated hits; West Nile virus-infected cells, CPE inhibition; higher % means a stronger effect; in the data active = a potency from the dose series; inconclusive = CPE inhibition mostly from about 3.7% at the one dose, without a potency; inactive = the rest, 99 in 100 with CPE inhibition below about 2.2%; note: strong numbers were not always called active
NS5 inhibitors – Dengue-2 NS5 methyltransferase inhibitors, primary screen, biochemical, confirmation dose response (AID 588689) | 340,000 tested, 0.3% active | Dengue-2 NS5 methyltransferase capping enzyme assay, biochemical; higher % means a stronger effect | one-dose inhibition, % at 25 µM; IC50 in µM for titrated hits; in the data active = a potency from the dose series; inconclusive = inhibition above about 29% without an active follow-up result
MgcRacGAP inhibition – MgcRacGAP GTPase-activating activity inhibitors, confirmation, biochemical, ADP Hunter fluorescence | Rac GTPase-activating protein 1 (Homo sapiens) | MgcRacGAP-stimulated Rac1 GTP hydrolysis, ADP Hunter fluorescence; higher % means a stronger effect; GST-tagged Rac1 F28L mutant substrate | inhibition, % at 30 µM; hits with a dose series show IC50 in µM | 340,000 tested, 0.6% active;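 active = first-screen hits whose inhibition reached a set limit at any dose in the follow-up dose series; inconclusive = inhibition above the set first-screen limit but never retested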;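 note: fluorescence reports GDP produced by GAP-driven GTP hydrolysis; strong numbers were not always called active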
PhoP inhibition – inhibitors of PhoP regulon expression, primary screen, Salmonella Typhimurium, GFP reporter (AID 1863); S. Typhimurium PhoP-regulated promoter GFP reporter, 4 h; higher % means a stronger effect; one-dose inhibition, % at 50 µM; IC50 in µM for titrated hits; 300,000 tested, 0.16% active;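 active = inhibition over 29.93%, a cutoff 3 SD above the screen mean, later confirmed by dose response; inconclusive = inhibition over 29.93% but no dose response follow-up; inactive = inhibition at most 29.93% or unconfirmed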;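 note: 0% = low Mg2+ inducing control and 100% = high Mg2+ repressing control; strong numbers were not always called active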
RSV antiviral HEp-2 – RSV antiviral activity via CPE protection, HEp-2 cells, primary 10 µM value included (AID 2391); HEp-2 cells, RSV-induced CPE inhibition; higher % means a stronger effect; CPE inhibition, % at 10 µM, or IC50 in µM where a hit was titrated; 310,000 tested, 0.13% active; in the data active = a potency from the dose series; inconclusive = CPE inhibition mostly from about 23% at the one dose, without a potency; inactive = the rest, 99 in 100 with CPE inhibition below about 21%; note: strong numbers were not always called active
NTR1 agonist – agonists of NTR1, primary screen, imaging, U2OS cells, beta-arrestin-GFP, high content (AID 493036); Neurotensin receptor type 1 (Homo sapiens), P30989; NTR1-U2OS beta-arrestin-GFP spot imaging, agonist mode; activation, % at 20 µM; 330,000 tested, 0.17% active;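 active = activation at or above 40% of the spot to cytoplasm intensity ratio, with at least 20 cells analyzed; inconclusive = wells under 20 cells, flagged as cytotoxic or low count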;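 note: 0% = DMSO without peptide and 100% = 100 nM NTR1 peptide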
Target sequence (P30989 whole entry, looked up): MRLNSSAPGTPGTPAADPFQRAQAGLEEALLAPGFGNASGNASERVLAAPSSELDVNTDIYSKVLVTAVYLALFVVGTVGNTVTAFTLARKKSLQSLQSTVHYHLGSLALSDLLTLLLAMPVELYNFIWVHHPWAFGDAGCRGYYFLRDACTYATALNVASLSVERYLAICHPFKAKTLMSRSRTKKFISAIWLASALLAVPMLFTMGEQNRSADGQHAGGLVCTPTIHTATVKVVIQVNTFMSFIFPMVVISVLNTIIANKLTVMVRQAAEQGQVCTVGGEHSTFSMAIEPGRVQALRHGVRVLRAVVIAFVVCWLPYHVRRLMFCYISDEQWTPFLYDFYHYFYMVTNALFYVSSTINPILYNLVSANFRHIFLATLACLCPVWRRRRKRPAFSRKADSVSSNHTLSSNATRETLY
T cell modulator – modulators of CD8 T cell-vesicle binding, primary screen, mouse 2C CD8+ T cells, flow cytometry. 2C CD8+ T cell-vesicle binding; hits give low values. calls only at 7 µM. 330,000 tested, 0.068% active;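 active = response, share of CD8 T cells binding vesicles, and their 90th percentile fluorescence all below set limits, cut at about 80% in these data, passing the limit was not always enough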
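Assay system – 2C mouse CD8+ T cells · Also added – QL9-loaded Drosophila micro-vesicles · Timing – Cell–vesicle co-incubation 1.5 h at 37 °C, staining 20 min on ice · Signal – flow cytometry of vesicle-bound cells · Measure – percent CD8+ FL2 mean versus row control · Controls – Peptide-free naked vesicles (low) and QL9 vesicles with 0.7% DMSO vehicle (high)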
Large T inhibition – SV40 large T antigen inhibitors, biochemical (AID 1903) | inhibition, % at 20 µM, or IC50 in µM where a hit was titrated | SV40 large T antigen ATPase/helicase inhibition assay; higher % means a stronger effect | 310,000 tested, 0.39% active; in the data active = a potency from the dose series; inconclusive = inhibition mostly from about 32% at the one dose, without a potency; inactive = the rest, 99 in 100 with inhibition below about 32%; note: strong numbers were not always called active
T cell modulator vesicle-bound % – also measured in T cell modulator; calls as there; double positive events, %; measured here: CD8+ vesicle-bound cell fraction;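 binding gate set so that unloaded-vesicle control wells show 10% double positive cells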
NTR1 agonist cell count 20 µM – recorded beside NTR1 agonist, whose call it bears; cell count; measured here: cell count, cytotoxicity flag
Starred values were filed as active, the others as inactive; i = inactive; ? = inconclusive; nt = not tested or not shown; [ ] = another dose, or the depositor's remark. This is a random part of the collection (roughly 1.5% active in at least one column).

SMILES	UTI89 phage lysis	West Nile antiviral	NS5 inhibitors	MgcRacGAP inhibition	PhoP inhibition	RSV antiviral HEp-2	NTR1 agonist	NTR1 agonist cell count 20 µM	T cell modulator	T cell modulator vesicle-bound %	Large T inhibition
O=C(NCCN1CCOCC1)c1noc2c1CCc1ccccc1-2	1.4%	0.0%	1%	4%	-1%	1.1%	-1.5	65	i	48	16%
O=C(CSc1nnnn1-c1ccccc1)NCC1(N2CCOCC2)CCCCC1	1.5%[50 µM]	nt	-7%	2%	nt	-0.4%	-1.7	92	i	15	nt
O=C1C(Cl)=C(N2CCN(c3ccccc3[N+](=O)[O-])CC2)C(=O)c2ccccc21	0.6%	-2.0%	3%	-2%	15%	-2.5%	nt	nt	i	18	4%
Cc1cc(C)nc(SCc2ccc(C(=O)N/N=C/c3cccc(O)c3O)cc2)n1	2.6%	-0.5%	-4%	?	?	2.7%	2.0	39	i	47	25%
CCn1nc(NC(=O)C2CCCO2)c2cc3cccc(C)c3nc21 (centres undefined)	nt	0.3%	nt	nt	-8%	nt	1.0	49	i	23	10%
Cc1ccc(SCc2[nH]nc3c2C(c2ccc(C)o2)C(C#N)=C(N)O3)cc1 (centres undefined)	-0.1%	-0.2%	>100µM*	9%	-10%	-1.6%	19	62	i	6	15%
O=C(NCc1cccnc1)C12CC3CC(CC(C3)C1)C2	0.3%	-0.3%	-3%	11%	15%	1.5%	-1.4	49	i	40	-2%
O=C(c1ccccc1Oc1ccccc1)N1CCN(c2ccc(F)cc2)CC1	-1.6%	-0.3%	-1%	2%	-5%	4.3%	-0.2	84	i	38	1%
COCCCNC(=O)CCn1c(=O)c2ccccc2n(CC(=O)Nc2cc(Cl)ccc2C)c1=O	0.5%	0.3%	0%	10%	1%	5.0%	-0.2	60	i	34	12%
CCOc1ccc(/C=C/c2c([N+](=O)[O-])c(=O)n(C)c(=O)n2C)cc1	-0.4%	0.0%	1%	4%	8%	1.6%	3.3	26	i	63	-6%
COc1ccc(NC(=O)Cn2nnc(C(=O)NCc3ccccc3)c2N)cc1Cl	5.3%	0.3%	-3%	4%	-10%	8.3%	1.1	65	i	28	7%
COc1ccc(-c2nnc(SCC(=O)NC3CCCCC3)n2N)cc1	0.2%[50 µM]	nt	-1%	0%	nt	nt	-0.7	51	nt	nt	nt
CC1CCN(c2ccc(C(=O)Nc3nnc(C4CC4)s3)cc2[N+](=O)[O-])CC1	0.3%	-0.4%	-6%	5%	9%	?	23	92	i	42	6%
COC(=O)COc1ccc(/C=N/NC(=O)CN(c2ccccc2OC)S(=O)(=O)c2ccccc2)cc1	1.4%	-0.5%	1%	8%	4%	-2.2%	75*	81*	i	34	0%
Cc1cc(C)n(-c2ccc([N+](=O)[O-])cc2)n1	-0.2%	0.7%	14%	-3%	5%	0.7%	-1.0	86	i	55	3%
CSc1ccc(C(=O)C2CCCN(C(=O)c3cc4cc(F)ccc4[nH]3)C2)cc1 (centres undefined)	-2.9%	-1.2%	-4%	5%	-6%	8.2%	4.0	42	i	33	8%
COCCN(CC(=O)Nc1ccccc1C(F)(F)F)C(=O)/C=C/c1ccc2ccccc2n1	-0.1%[50 µM]	nt	-7%	4%	nt	-0.9%	0.4	72	i	6	nt
COc1ccc2c(c1)c1nc3ccccc3nc1n2Cc1ccc(OC)c(OC)c1	2.3%	0.8%	?	8%	-23%	1.4%	nt	nt	i	46	12%
COC(=O)CCC(=O)NN1C(=O)c2ccccc2C1=O	0.0%	-0.4%	2%	4%	-4%	-0.9%	-0.8	51	i	11	-6%
Cc1cc(C)nc(/N=C2\NC(=O)CC(C(=O)O)N2c2ccc(Oc3ccccc3)cc2)n1 (centres undefined)	?	0.2%	-2%	6%	-6%	0.8%	0.3	58	i	46	9%
CCCCn1c(N)c(N(CCC(C)C)C(=O)COC(=O)c2ccco2)c(=O)[nH]c1=O	0.3%	-0.1%	-5%	5%	-7%	0.7%	15	85	i	14	9%
CC(=O)Nc1ccc2nc(-c3cccnc3)[nH]c2c1	-0.6%	nt	2%	9%	-10%	1.6%	1.6	42	i	29	2%
CC(=O)Oc1ccc(C(=O)Nn2cnnc2)cc1	0.2%	0.1%	5%	4%	nt	2.0%	-2.8	60	i	49	nt
O=C(CSc1nccc(-c2cccs2)n1)Nc1cccc(Cl)c1Cl	0.6%	-1.0%	-2%	16%	2%	nt	4.0	58	i	38	12%
O=C(O)c1c(-c2ccc(Cl)cc2)cn2ccccc12	-1.0%	-0.3%	-6%	7%	-10%	0.3%	0.6	61	i	51	-2%
Cc1ccc(C(=O)NCc2ccccc2)cc1Br	-0.2%[50 µM]	0.4%	-4%	6%	2%	2.8%	1.0	63	i	50	4%
CCOC(=O)c1c(NC(=O)CCS(=O)(=O)c2ccccc2)sc2c1CCN(C)C2	-0.2%	?	-2%	1%	-9%	-0.7%	0.9	49	i	39	14%
CCCc1ccc(C(C)NC(=O)c2cnccn2)cc1 (centres undefined)	0.4%	-0.2%	0%	6%	-12%	-1.0%	-1.4	27	i	17	12%
O=C(O)Cn1ncn(-c2ccc(OC(F)(F)F)cc2)c1=O	-1.0%	-0.1%	4%	4%	4%	0.1%	-1.0	38	i	66	8%
O=S(=O)(Nc1nc(CN2CCOCC2)nc2sc3c(c12)CCCC3)c1cc(F)ccc1F	-0.8%	0.2%	-5%	10%	8%	0.6%	1.1	65	i	18	15%
Brc1ccc(-c2nnc(-c3ccccc3)c(N3CCSCC3)n2)cc1	-0.1%	1.5%	11%	-4%	-8%	10%	0.5	79	i	40	10%
Cc1ccc(S(=O)(=O)N2CCN(C(=O)/C=C/c3ccccc3)CC2)cc1C	-0.1%[50 µM]	nt	0%	1%	nt	nt	0.3	50	nt	nt	nt
COc1cc(/C=C/C(=O)OCC(=O)NC(=O)NC(C)(C)C)ccc1O	-0.2%	0.0%	-1%	58µM*	-8%	-1.8%	1.1	54	i	67	28%
Cc1cc(C)c(S(=O)(=O)Nc2cccc(S(=O)(=O)N3CCOCC3)c2)c(C)c1	1.3%[50 µM]	-0.4%	-2%	13%	-2%	3.4%	0.4	60	i	33	26%
CC(NC(=O)CC(O)(C(F)(F)F)C(F)(F)F)c1ccccc1 (centres undefined)	0.4%	1.1%	-1%	2%	0%	2.2%	0.5	46	i	16	1%
CCCC(=O)c1ccc(N2CCN(C(=O)c3cccs3)CC2)c(F)c1	-0.2%	-1.1%	-2%	6%	0%	7.4%	0.3	88	i	46	8%
O=C(/C=C/c1ccc(F)cc1)NC(=S)NNC(=O)[C@H]1C[C@@H]1c1ccccc1	0.8%	0.1%	1%	12%	2%	2.4%	1.3	69	i	1	14%
Cn1cc(-c2ccccc2)cc(C#N)c1=O	0.5%	0.8%	-2%	5%	1%	0.9%	0.4	104	i	47	5%
NC(=O)c1c(-c2ccccc2)oc2ccc(O)cc12	-3.9%	0.1%	-4%	18%	10%	7.1%	-0.2	46	i	63	19%
COc1cccc2cc(C(C)=O)c(=O)oc12	0.5%	0.0%	-4%	-4%	15%	1.0%	1.3	53	i	32	10%
CCn1cc(C(=O)Nc2ccc(NC(=O)c3ccco3)cc2)c(=O)c2ccc(C)nc21	1.8%[50 µM]	0.4%	-5%	1%	-12%	1.5%	1.7	61	i	5	10%
COc1ccc(C(C)=O)cc1COc1ccc(Cl)c(C)c1	0.6%	2.3%	-12%	8%	-2%	7.9%	3.0	46	i	22	4%
COc1ccc(CCN(C)C2CCCN(C(=O)Cn3cccn3)C2)cc1OC (centres undefined)	0.1%	0.1%	-7%	3%	-1%	-0.9%	-1.3	57	i	25	-3%
Clc1ccc(-c2nc3cc(CN4CCCCC4)ccc3o2)cc1	1.4%[50 µM]	0.1%	7%	11%	-3%	0.0%	nt	nt	i	26	3%
O=C(NC1CCCCCC1)c1cc2c(=O)n3ccccc3nc2s1	0.0%	-0.3%	2%	3%	2%	3.4%	0.7	32	i	33	20%
Clc1nccc(N2CCN(c3ccccc3Cl)CC2)n1	nt	nt	nt	nt	nt	16%	-0.8	54	i	42	8%
COc1ccc(N(CC(=O)NC2CC3CCC2C3)S(=O)(=O)c2ccc(C)cc2)cc1 (centres undefined)	0.1%	-0.5%	0%	8%	0%	1.7%	1.7	40	i	17	3%
O=C(NCC(NS(=O)(=O)OCC(Cl)(Cl)Cl)c1ccccc1)C(F)(F)F (centres undefined)	-1.0%	-0.8%	6%	6%	11%	-0.6%	-1.3	94	i	37	19%
CC(C)CC(c1nnnn1C(C)(C)C)N1CCN(C2CCCC2)CC1 (centres undefined)	0.6%	-0.2%	5%	5%	-6%	1.2%	1.2	55	i	58	1%
COC(=O)c1cc(OC)c(OC)cc1NC(=O)CCCCCN1C(=O)CCC1=O	-0.2%	-0.2%	-3%	6%	0%	1.4%	1.0	54	i	24	21%

Records above marked active in NS5 inhibitors:
Compound,West Nile antiviral,NS5 inhibitors,MgcRacGAP inhibition,PhoP inhibition,RSV antiviral HEp-2,T cell modulator,T cell modulator vesicle-bound %,Large T inhibition
Cc1ccc(SCc2[nH]nc3c2C(c2ccc(C)o2)C(C#N)=C(N)O3)cc1 (centres undefined),-0.2%,>100µM*,9%,-10%,-1.6%,i,6,15%

(more compounds)
SMILES	UTI89 phage lysis	West Nile antiviral	NS5 inhibitors	MgcRacGAP inhibition	PhoP inhibition	RSV antiviral HEp-2	NTR1 agonist	NTR1 agonist cell count 20 µM	T cell modulator	T cell modulator vesicle-bound %	Large T inhibition
CCc1nc2cccnc2n1-c1ccc(CC(=O)NCCOC)cc1	0.2%[50 µM]	-0.1%	7%	8%	-7%	0.0%	-0.1	89	i	8	12%
CSc1ccc(CC(=O)N2CCC(n3nccc3NC(=O)C3CC3)CC2)cc1	0.6%[50 µM]	0.9%	5%	4%	5%	2.6%	-0.7	52	i	3	9%
COc1ccc(OCC(=O)NNC(=O)c2c(-c3ccccc3Cl)noc2C)cc1	-0.7%	0.8%	-5%	-4%	-2%	-0.6%	0.1	37	i	26	8%
CC1=C(C(=O)OCC2CCCO2)C(c2ccc(F)cc2)NC(=O)N1 (centres undefined)	0.8%	0.3%	7%	0%	-4%	-0.6%	0.6	63	i	46	22%
O=C(OCc1cc2ccccc2[nH]c1=O)c1ccc([N+](=O)[O-])cc1	0.2%	-0.1%	-6%	11%	-3%	1.2%	6.4	63	i	40	15%
